Anesthetic bind = candidate novel general anesthetic via apoferritin binding; P02791; apoferritin/1-aminoanthracene competitive binding, fluorescence; Potency, µM (series often up to 77.5 µM), inactives show top-dose activity change, negative = displacement, actives largely listed as inhibitors; actives 0.074% (n = 350,000); AID 485281; further: potency means the concentration at half of the fitted maximal effect; on the % scale 0 is the no-effect control and ±100 the full control effect; nearly all actives have a fitted effect of over 20% in size
Target sequence (P02791 2-175 limits assumed): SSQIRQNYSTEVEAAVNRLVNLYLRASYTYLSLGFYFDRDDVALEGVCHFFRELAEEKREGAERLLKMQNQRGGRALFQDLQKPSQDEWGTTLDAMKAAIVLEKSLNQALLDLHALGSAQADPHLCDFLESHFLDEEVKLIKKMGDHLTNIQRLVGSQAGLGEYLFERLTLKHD
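Steps: apoferritin (10 uM) was premixed with half-saturated 1-AMA in PBS, compounds were pin-transferred, plates stood 10 min at room temperature, fluorescence was read at 380/535 nm, and curves were fitted with a Hill equation.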
Pol kappa inh = inhibitors of human DNA polymerase kappa; Q9UBT6; purified Pol kappa, fluorescent DNA synthesis assay, 10 min; Potency, µM (top dose mostly 107 µM), inactives show at the highest dose activity, negative = inhibition, hits mostly inhibitors; actives 0.53% (n = 400,000); AID 588579; further: potency means the concentration at half of the fitted maximal effect; on the % scale 0 is the no-effect control and ±100 the full control effect
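Readout: fluorescence, taken kinetically at 0 and 10 min. Conditions: 10 nM Pol kappa, 15 min RT compound preincubation, 50 nM substrate final. Controls: enzyme-free buffer wells.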
BLM helicase inh = inhibitors of human Bloom syndrome helicase BLM | Potency, µM (series often up to 56.1 µM), for the others: top-dose activity change, negative = inhibition, actives largely listed as inhibitors | actives 0.2% (n = 350,000) | recombinant BLM DNA unwinding, fluorescence dequenching | AID 2528 | P54132;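 further: potency means the concentration at half of the fitted maximal effect; plate controls were vehicle for no effect and no enzyme for full effect; nearly all actives have a fitted effect of over 35% in size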
ALOX12 inh = inhibitors of human 12S-lipoxygenase ALOX12. actives 1.1% (n = 580,000). purified 12hLO, xylenol orange hydroperoxide absorbance. P18054. Potency, µM (top dose mostly 108 µM), without a hit: at the top dose activity change, negative = inhibition, most hits filed as inhibitors; further: potency means the concentration at half of the fitted maximal effect; on the % scale 0 is the no-effect control and ±100 the full control effect
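Hydroperoxide product was detected by ferrous iron/xylenol orange as the 573 to 405 nm absorbance ratio. Arachidonic acid at 40 uM (final) was turned over for 30 min at room temperature by 150 nM human 12hLO, pH 7.0 Hepes buffer, after 15 min compound preincubation.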
POLB inh = inhibitors of human DNA polymerase beta | Potency, µM (top dose mostly 114 µM), for the others: at the highest dose activity change, negative = inhibition, hits mostly inhibitors | Pol beta primer extension/strand displacement, fluorescence kinetic | actives 1.3% (n = 340,000); further: potency means the concentration at half of the fitted maximal effect; on the % scale 0 is the no-effect control and ±100 the full control effect
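Preincubation: enzyme (10 nM) with compound, 15 min, RT. Reaction: substrate added to 50 nM final. Reads: 0 and 10 min. Analysis: normalized, Hill fit.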
POLI inh = inhibitors of human DNA polymerase iota. Q9UNA4. Pol iota fluorescent replication assay, 10 min. Potency, µM (highest dose often 115 µM), without a hit: top-dose activity, negative = inhibition, hits mostly inhibitors. actives 1% (n = 390,000). AID 588590; further: potency means the concentration at half of the fitted maximal effect
Target sequence (Q9UNA4 whole entry, looked up): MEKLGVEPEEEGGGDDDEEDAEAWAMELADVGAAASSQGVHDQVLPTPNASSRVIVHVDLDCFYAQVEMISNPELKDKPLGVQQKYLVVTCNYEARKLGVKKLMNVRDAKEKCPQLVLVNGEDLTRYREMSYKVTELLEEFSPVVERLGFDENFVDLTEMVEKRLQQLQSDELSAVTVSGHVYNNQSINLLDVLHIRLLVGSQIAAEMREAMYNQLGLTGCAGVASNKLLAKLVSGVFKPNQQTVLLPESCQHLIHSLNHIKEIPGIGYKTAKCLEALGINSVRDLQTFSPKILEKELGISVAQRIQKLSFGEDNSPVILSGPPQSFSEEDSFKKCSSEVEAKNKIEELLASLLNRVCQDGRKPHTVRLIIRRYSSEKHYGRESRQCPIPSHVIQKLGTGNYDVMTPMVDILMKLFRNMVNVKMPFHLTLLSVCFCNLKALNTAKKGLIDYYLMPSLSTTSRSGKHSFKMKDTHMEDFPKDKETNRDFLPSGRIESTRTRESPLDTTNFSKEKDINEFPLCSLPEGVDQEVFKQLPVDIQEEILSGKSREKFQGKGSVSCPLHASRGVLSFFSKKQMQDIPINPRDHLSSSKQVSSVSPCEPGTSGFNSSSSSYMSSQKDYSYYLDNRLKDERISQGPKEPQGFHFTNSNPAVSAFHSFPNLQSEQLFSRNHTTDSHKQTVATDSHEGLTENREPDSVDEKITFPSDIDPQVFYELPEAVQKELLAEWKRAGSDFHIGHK
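Fluorescent replication assay read twice, at 0 min and 10 min after adding 50 nM (final) substrate. Enzyme (10 nM) and compounds were first incubated 15 min at room temperature; enzyme-free buffer wells were negative controls.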
TRHR ag = activates the human TRH receptor | P34981 | TRHR cells, calcium flux fluo-8, FDSS agonist mode | activation, % at 2 µM | actives 0.18% (n = 360,000); in the data active means activation above about 30%; further: 0% is about no effect
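In this calcium-flux screen, cells bearing human TRHR are dye-loaded with fluo-8, baselined for 10 cycles, then exposed to library compounds; positive kinetic calcium responses during the agonist phase mark hits, with TRH as control.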
APE1 inh = blocks human APE1 abasic DNA cleavage; P27695; recombinant APE1, TAMRA/BHQ-2 abasic DNA cleavage fluorescence; Potency, µM (top dose mostly 65.8 µM), inactives show top-dose activity change, negative = inhibition, hits mostly inhibitors; actives 0.35% (n = 350,000); AID 2517;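 further: potency means the concentration at half of the fitted maximal effect; plate controls were vehicle for no effect and reference inhibitor for full effect; nearly all actives have a fitted effect of over 55% in size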
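Kinetic fluorescence read (525 ex/598 em nm, three reads 60 s apart) of AP-site incision; signal = third minus first read. Enzyme 0.75 nM, dual-labelled THF duplex 50 nM, compound preincubation 15 min RT.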
ERG Ets-DNA blk = inhibitors of human ERG Ets domain-DNA interaction | Potency, µM (top dose mostly 76.9 µM), without a hit: top-dose FP activity, negative = inhibition, usual class: inhibitors | actives 0.028% (n = 370,000) | AID 624246 | fluorescence polarization, His-ERG Ets domain / labelled DNA | P11308; active means well fitted inhibition curve with a large enough effect in the polarisation, with a control signal flat; inconclusive means small, poorly fitted or top-dose-only effect, or effect the other way, or a change in a side signal; inactive means no such curve, though single readings can be large or run the other way; the % refers to the polarisation;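 further: polarization taken with two DNA probes labelled with fluorescein and Texas red; potency means the concentration at half of the fitted maximal effect; % of control where 0% means no effect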
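His-tagged ERG Ets domain (1 uM in the protein solution; 300mM KCl, 50mM Tris-HCl, 1mM EDTA, 1mM DTT, pH 7.5) received compound, then a probe mix of 5 nM fluorescein-DNA and 100nM Texas-615-DNA. Fluorescence polarization was read for both dyes.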
An asterisk follows results filed as active; ? = inconclusive; · = not tested or not shown; [ ] = dose if it differs, or a comment. Unless noted, the call rests on the fitted dose curve; in most records, active means well fitted curve in the direction sought with a large enough effect; inconclusive means small, poorly fitted or top-dose-only effect, or another doubt; inactive means no such curve, though single readings can be large; an effect the other way counts as inactive or inconclusive. A portion of the library, so the mix of outcomes need not match the whole.

1	COc1ccc2oc(-c3ccc(C)c(NC(=O)c4cccnc4)c3)nc2c1
2	CC(C)CC1CCCC12NC(=O)NC2=O (stereo not drawn)
3	COc1ccc(C)cc1NC(=O)c1cnc2n(c1=O)CCS2
4	Cc1cc(-c2n[nH]c(=S)n2/N=C/c2sccc2C)n[nH]1
5	COc1ccc(N(C)C(=O)Cc2c(C(=O)O)n(C)c3ccccc23)c(OC)c1
6	COc1ccc(C2c3c(oc4c(C)cc(C)cc4c3=O)C(=O)N2Cc2cccnc2)cc1OC (stereo not drawn)
screen / no.,1,2,3,4,5,6
Anesthetic bind,-6%,·,6%,-7%,2%,2%
Pol kappa inh,-4%[60.1 µM],-17%,5%,-15%,-11%,·
BLM helicase inh,0%,·,2%,1%,-4%,1%
ALOX12 inh,5%,5%,-20%,?,5%,·
POLB inh,22%,·,15%,31%,24%,-1%
POLI inh,-15%,-1%,8%,26%,103%[activator],·
TRHR ag,0.0,·,-0.4,-0.1,0.5,-0.3
APE1 inh,·,·,3%,3%,-3%,-5%
ERG Ets-DNA blk,-4%,3%,3%,2%,6%,·

Shown with values under each structure: part of the list above
Each structure is followed by: Anesthetic bind, Pol kappa inh, BLM helicase inh, ALOX12 inh, POLB inh, POLI inh, TRHR ag, APE1 inh, ERG Ets-DNA blk
#5 COc1ccc(N(C)C(=O)Cc2c(C(=O)O)n(C)c3ccccc23)c(OC)c1
→ 2%, -11%, -4%, 5%, 24%, 103%[activator], 0.5, -3%, 6%
#6 COc1ccc(C2c3c(oc4c(C)cc(C)cc4c3=O)C(=O)N2Cc2cccnc2)cc1OC (stereo not drawn)
→ 2%, ·, 1%, ·, -1%, ·, -0.3, -5%, ·

Compounds from the list above that contain a carbonyl joined to an NH by a bond outside any ring, in the order listed:
1	COc1ccc2oc(-c3ccc(C)c(NC(=O)c4cccnc4)c3)nc2c1
3	COc1ccc(C)cc1NC(=O)c1cnc2n(c1=O)CCS2
screen / no.,1,3
Anesthetic bind,-6%,6%
Pol kappa inh,-4%[60.1 µM],5%
BLM helicase inh,0%,2%
ALOX12 inh,5%,-20%
POLB inh,22%,15%
POLI inh,-15%,8%
TRHR ag,0.0,-0.4
APE1 inh,·,3%
ERG Ets-DNA blk,-4%,3%

Further compounds.
7	Cn1ccc2cc(OCc3ccccc3)ccc21
8	O=C1CC(c2nc(-c3ccccc3)no2)CN1c1ccccc1 (stereo not drawn)
9	Nc1cc(=O)[nH]c(SCC(=O)N2CCN(S(=O)(=O)c3ccc4ccccc4c3)CC2)n1
10	CC(=O)Oc1cc(C(C)C)c(OCCN(C)C)cc1C
11	C=CCN=C1S/C(=C\N(C)C)C(=O)N1S(=O)(=O)c1ccc(C)cc1
12	COc1ccc(-c2ccc(C)cc2)cc1C1C2C=CCCC2(C)C(=O)N1Cc1ccccc1 (stereo not drawn)
screen / no.,7,8,9,10,11,12
Anesthetic bind,·,-13%,4%,-5%,·,71%[activator]
Pol kappa inh,-14%,2%,-3%,-5%[60.1 µM],5%,-5%
BLM helicase inh,·,0%,-11%,-5%,·,-10%
ALOX12 inh,4%,-27%,2%,-20%,17%,·
POLB inh,·,0%,-10%,11%,·,·
POLI inh,33%[activator],7%,-21%,-22%,36%[activator],?
TRHR ag,·,0.3,0.8,0.2,·,·
APE1 inh,·,·,6%,9%,11%,-4%
ERG Ets-DNA blk,17%,4%,-19%,11%,1%,·

13	CCOc1ccc(NC(=O)CNc2cccc(S(=O)(=O)N3CCCCCC3)c2)cc1OCC
14	O=C(OCc1cccc([N+](=O)[O-])c1)c1cc2ccccc2oc1=O
15	COC(=O)c1nnn(-c2nonc2N)c1-c1cccs1
16	Cn1c(N)c(C(=O)COC(=O)C2=COCCO2)c(=O)n(C)c1=O
17	O=C(NCc1ccc(OC(F)(F)F)cc1)C1CC(c2cccc(F)c2)=NO1 (stereo not drawn)
18	Cc1ccc(CCNC(=O)C2CCN(c3nn4c(=O)cc(C)nc4s3)CC2)cc1
screen / no.,13,14,15,16,17,18
Anesthetic bind,·,-1%,-7%,-3%,-10%,-13%
Pol kappa inh,-6%,-1%,-3%,5%,16%,-15%
BLM helicase inh,·,-3%,1%,-2%,-2%,-1%
ALOX12 inh,32%[activator],7%,-14%,80%[activator],-3%,390%[activator]
POLB inh,·,20%,27%,21%,26%,27%
POLI inh,17%,97%[activator],?,-6%,-12%,5%
TRHR ag,·,-0.5,0.5,0.2,-0.1,-0.7
APE1 inh,-13%,-6%,16%,-1%,2%,-6%
ERG Ets-DNA blk,2%,3%,-2%,4%,-8%,-3%

19	Cc1ccc(C)c(NC(=O)C(Sc2ncnc3ccccc23)c2ccccc2)c1 (stereo not drawn)
20	O=C(OCC(=O)c1ccc[nH]1)c1ccc(F)c(S(=O)(=O)N2CCOCC2)c1
21	CC(C)C(OC(=O)c1ccc(Cl)nc1)C(=O)NC1CCCCC1 (stereo not drawn)
22	CN(C)CCCN(Cc1cc2cc3c(cc2[nH]c1=O)OCO3)C(=S)NCc1ccco1
23	O=[N+]([O-])c1nn(-c2ccc3c(c2)OCCO3)n(O)c1=Nc1ccc(Cl)cc1
24	Cc1cccc(NC(=O)CCS(=O)(=O)c2ccc(Br)cc2)c1
screen / no.,19,20,21,22,23,24
Anesthetic bind,-7%,·,-2%,1%,?,9%
Pol kappa inh,1%,-16%,3%,-5%,-6%,15%
BLM helicase inh,-1%,·,-6%,-8%,-3%,0%
ALOX12 inh,·,-27%,-16%,6%,-9%,0%
POLB inh,24%,·,22%,11%,0%,33%
POLI inh,21%,?,10%,63%[activator],6%,-9%
TRHR ag,-0.4,·,0.8,1.4,-0.3,-1.1
APE1 inh,-7%,18%,3%,-1%,-4%,3%
ERG Ets-DNA blk,-16%,9%,12%,-7%,·,5%

25	CCOc1ccc(CNS(=O)(=O)c2cc(CN3C(=O)c4cccnc4C3=O)ccc2OC)cc1
26	COc1cc(/C=C(/C(=O)c2cccs2)c2nc3ccccc3[nH]2)ccc1O
27	O=C(Nc1ccccc1)Oc1cccc2cccnc12
28	COC(=O)c1ccccc1NC(=O)Nc1cccnc1
29	CC(C)(C)CC(C)(C)c1ccc(O)c(CN2CCN(CCC#N)CC2)c1
30	COc1ccc(-c2nn(-c3ccccc3)cc2C(=O)NC(=S)NNC(=O)c2ccncc2)cc1
screen / no.,25,26,27,28,29,30
Anesthetic bind,?,?,·,-5%,-13%,-9%
Pol kappa inh,-10%,-16%,0%,-2%,-4%,-19%
BLM helicase inh,0%,7%,·,1%,-11%,-6%
ALOX12 inh,-7%,0%,-18%,0%,-6%,32µM*
POLB inh,-15%,14%,·,26%,-2%,23%
POLI inh,·,?,8%,0%,-9%,49%[activator]
TRHR ag,-0.5,0.0,·,0.3,3.6,-0.6
APE1 inh,72%,0%,·,-2%,1%,?
ERG Ets-DNA blk,5%,8%,0%,-7%,8%,2%

31	CCN(C[C@H]1N[C@@](Cc2ccccc2)(C(=O)OC)[C@H]2C(=O)N(Cc3ccccc3)C(=O)[C@@H]12)C(=O)Nc1ccc(C)cc1
32	COc1cccc(C(=O)Nc2nnc(S(=O)(=O)Nc3cccc(C)c3)s2)c1
33	O=[N+]([O-])c1ccc(Oc2ccc(S(=O)(=O)Nc3ccccc3)cc2)cc1
34	Cn1c(=O)c2ccccc2n(Cc2ccccc2Cl)c1=O
35	Cc1cc(NC(=O)c2sc(Nc3cccc(C(F)(F)F)c3)nc2N)no1
36	Nn1cc(-c2ccccc2)nc1SCC(=O)Nc1ccc(S(N)(=O)=O)cc1
screen / no.,31,32,33,34,35,36
Anesthetic bind,·,-15%,-24%,?,-3%,-7%
Pol kappa inh,-7%,1%,-18%,2%,-12%,10%
BLM helicase inh,·,1%,-11%,1%,-5%,-10%
ALOX12 inh,?,-8%,·,-2%,27%,5%
POLB inh,·,16%,11%,34%,23%,3%
POLI inh,-3%,-13%,135%[activator],1%,13%,5%
TRHR ag,·,0.2,4.4,-1.7,0.2,0.8
APE1 inh,-7%,21%,-6%,-10%,12%,5%
ERG Ets-DNA blk,-10%,1%,-11%,-1%,-13%,12%

37	CCn1c(=O)c2cc(S(=O)(=O)NCCOc3ccccc3)ccc2n(CC)c1=O
38	Cc1ccc(S(=O)(=O)N2CCC(c3ccncc3)CC2)c(C)c1
39	c1ccc(-c2ccc(-c3cnc4n3CCCCC4)cc2)cc1
40	Cc1c(CCC(=O)N[C@@H](C)C(=O)O)c(=O)oc2cc3occ(-c4ccccc4)c3cc12
41	CCOC(=O)c1ccc(NC(=O)CNC(=O)C2CCCCC2)cc1
42	CCOc1cccc2sc(NC(=O)c3ccc(S(=O)(=O)N4CCCc5ccccc54)cc3)nc12
43	CCOC(=O)C(Cc1ccc(OC)c([N+](=O)[O-])c1)NC(=O)CCC(=O)Nc1ccc(C)cc1 (stereo not drawn)
44	CC(Oc1cccc(Cl)c1)C(=O)Nc1ccccc1C(=O)N1CCCCC1 (stereo not drawn)
screen / no.,37,38,39,40,41,42,43,44
Anesthetic bind,-10%,-12%,?,-8%,-18%,-12%,-15%,·
Pol kappa inh,-13%,-9%[60.1 µM],-4%,-21%,-10%[60.1 µM],-1%[60.1 µM],-11%,-4%
BLM helicase inh,-7%,-3%,-4%,6%,-8%,-1%,-3%,·
ALOX12 inh,1%,4%,137%[activator],-9%,3%[57.4 µM],?,1%,6%
POLB inh,-1%,-1%,-2%,27%,?,27%,9%,·
POLI inh,?,-3%,3%,?,-19%,-4%,151%[activator],8%
TRHR ag,-0.1,-0.1,-0.6,0.0,-0.2,1.0,0.0,-1.3
APE1 inh,0%,·,0%,-1%,-1%,·,2%,6%
ERG Ets-DNA blk,-3%,0%,2%,-4%,·,-7%,4%,6%
